High-throughput results deposited in PubChem by National Center for Advancing Translational Sciences (NCATS).
A-T KAP1 phos = candidate therapy for ataxia-telangiectasia. Potency, µM (highest dose often 57.5 µM), inactives show top-dose activation, actives largely listed as activators. […] A-T fibroblasts, KAP-1 phosphorylation AlphaLISA; neocarzinostatin DNA damage 30 min before lysis. hit rate 0.19% among 320,000. AID 485349; further: potency means the concentration at half of the fitted maximal effect; % of control where 0% means no effect; nearly all actives have a fitted effect of over 45% in size
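hTERT-immortalized A-T patient fibroblasts ([…]), 500 cells/well in OPTI-MEM, 1% FBS, got compounds for 60 min, then NCS for 30 min at 37C. Lysates were then assayed for phospho-KAP-1 by AlphaLISA (anti-pKAP1 donor, anti-KAP1 acceptor beads), 6 hr at 25C.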
hERG WT inh = inhibitors of human wildtype KCNH2 potassium channel. Q12809. U2OS, BacMam KCNH2, thallium flux FluxOr; active compounds read low. activity change, % at 1.84 µM. hit rate 0.37% among 340,000. AID 720551;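 active means maximum activity change below -70%; inconclusive means maximum activity change between -70% and -50%; inactive means maximum activity change above -50%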; further: on the % scale 0 is the no-effect control and ±100 the full control effect
Target sequence (Q12809 whole entry, looked up): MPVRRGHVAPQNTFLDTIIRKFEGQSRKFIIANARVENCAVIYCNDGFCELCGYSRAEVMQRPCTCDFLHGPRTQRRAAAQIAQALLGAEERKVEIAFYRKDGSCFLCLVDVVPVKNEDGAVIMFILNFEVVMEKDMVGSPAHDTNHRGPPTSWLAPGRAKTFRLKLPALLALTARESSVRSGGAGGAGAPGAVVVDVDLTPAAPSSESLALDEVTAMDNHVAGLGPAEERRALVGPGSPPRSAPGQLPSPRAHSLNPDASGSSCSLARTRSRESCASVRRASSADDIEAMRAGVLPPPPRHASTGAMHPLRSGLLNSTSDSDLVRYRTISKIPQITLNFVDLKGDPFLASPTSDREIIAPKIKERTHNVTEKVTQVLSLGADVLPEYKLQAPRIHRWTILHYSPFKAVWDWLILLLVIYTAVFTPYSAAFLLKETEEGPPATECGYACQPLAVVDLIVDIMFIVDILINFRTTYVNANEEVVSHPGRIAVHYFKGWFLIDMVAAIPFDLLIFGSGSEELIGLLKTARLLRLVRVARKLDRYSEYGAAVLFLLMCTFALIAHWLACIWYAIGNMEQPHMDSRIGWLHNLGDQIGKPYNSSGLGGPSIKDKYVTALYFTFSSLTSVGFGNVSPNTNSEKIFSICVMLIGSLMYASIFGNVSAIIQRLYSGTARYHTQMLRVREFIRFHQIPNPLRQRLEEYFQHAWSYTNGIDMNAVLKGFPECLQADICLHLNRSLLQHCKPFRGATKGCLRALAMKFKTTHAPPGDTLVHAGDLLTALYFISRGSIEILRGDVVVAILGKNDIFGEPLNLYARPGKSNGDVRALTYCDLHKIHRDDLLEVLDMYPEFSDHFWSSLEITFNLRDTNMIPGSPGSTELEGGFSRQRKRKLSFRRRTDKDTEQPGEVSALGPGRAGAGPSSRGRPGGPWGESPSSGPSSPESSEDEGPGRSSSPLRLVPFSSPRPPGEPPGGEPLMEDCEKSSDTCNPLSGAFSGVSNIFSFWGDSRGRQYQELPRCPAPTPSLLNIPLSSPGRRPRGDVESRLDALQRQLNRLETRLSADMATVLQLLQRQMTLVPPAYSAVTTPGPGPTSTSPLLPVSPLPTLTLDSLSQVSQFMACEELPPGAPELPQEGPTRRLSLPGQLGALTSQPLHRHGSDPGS
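U2OS cells were transduced with wild-type KCNH2 virus (2.03 x 10^8 / mL) for 4 h at room temperature, then cultured overnight at 37 C. Thallium flux was read with FluxOr dye. Rate constants were normalized to DMSO controls.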
KCNH2 3.1 block = KCNH2 3.1 (human) potassium channel inhibition. activity change, % (tested at about 1.8 µM). U2OS KCNH2 3.1, thallium flux FluxOr; active compounds read low. hit rate 0.95% among 340,000;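 active means maximum activity change below -70%; inconclusive means maximum activity change from -70% to -50%; inactive means maximum activity change above -50%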;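 further: thallium influx rate constant from kinetic fluorescence after stimulation buffer; on the % scale 0 is the no-effect control and ±100 the full control effect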
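Kinetic fluorescence (2 min after stimulation buffer) measures Tl+ influx through KCNH2 3.1 expressed by viral transduction in U2OS cells; the rate constant is normalized against DMSO controls serving as positive and negative references.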
TRPV1 agonist = human TRPV1 agonism; AID 540275; hit rate 0.19% among 320,000; TRPV1-expressing cells, Fluo-8 calcium influx, agonist mode; Q8NER1; activation, % at 8.33 µM; in the data active means activation above about 80%; inconclusive means between about 30% and that limit; further: 0% is about no effect
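Fluo-8 calcium influx in TRPV1-expressing cells, kinetic read (ex 480/em 520 nm). Compound added and read 3 min for agonist activity, followed by capsaicin at EC20 final and 2 min further read for enhancement.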
MBNL1 CUG block = blocks human MBNL1 binding to CUG repeat RNA; Potency, µM (titrated, usually from 57.5 µM), inactives show top-dose activity change, negative = inhibition, usual class: inhibitors; TR-FRET MBNL1-His/biotin-(CUG)12 binding, 665/545 ratio; hit rate 0.036% among 280,000; AID 2675; Q9NR56; active means well fitted inhibition curve with a large enough effect in the signal ratio, with a control signal flat, not every such curve was filed as active; inconclusive means small, poorly fitted or top-dose-only effect, or effect the other way, or a change in a side signal; inactive means no such curve, though single readings can be large or run the other way; the % refers to the signal ratio; further: potency means the concentration at half of the fitted maximal effect; on the % scale 0 is the no-effect control and ±100 the full control effect
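TR-FRET between His-tagged MBNL1 and biotin-(CUG)12 RNA, detected with Tb anti-His antibody (0.055 ng/ul) and streptavidin-XL665 (5 nM), 60 min at room temperature. Compounds titrated 92 nM to 58 uM; 665/545 nm ratio normalized to buffer and complex controls.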
GALK inh = galactokinase (human) inhibition | P51570 | Purified GALK, Kinase-Glo residual ATP luminescence | Potency, µM (doses to about 57.5 µM), for inactives: top-dose activity change, negative = inhibition, actives largely listed as inhibitors | hit rate 0.007% among 270,000; further: potency means the concentration at half of the fitted maximal effect; on the % scale 0 is the no-effect control and ±100 the full control effect
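The enzyme phosphorylates galactose (100 uM) using ATP (35 uM); inhibition is detected as higher residual ATP, quantified by bioluminescence after 1 h reaction at room temperature, pH 8.0.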
CXXC DNA block = blocks binding of human MLL CXXC domain to DNA; hit rate 0.037% among 290,000; Q03164; Potency, µM (series often up to 115 µM), without a hit: at the top dose activity change, negative = inhibition, actives largely listed as inhibitors; AID 2662; MLL-CXXC / FITC-HOXA9 DNA fluorescence polarization; active means well fitted inhibition curve with a large enough effect in the polarisation, with a control signal flat, not every such curve was filed as active; inconclusive means small, poorly fitted or top-dose-only effect, or effect the other way, or a change in a side signal; inactive means no such curve, though single readings can be large or run the other way; the % refers to the polarisation; further: potency means the concentration at half of the fitted maximal effect
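Steps: dispense CXXC domain solution (7 uM) → pin compounds or unlabeled HOX-A9 DNA control → 5 min ambient → add FLSN-HOX-A9 solution (50 nM) → spin → 30 min ambient → fluorescence polarization. Tris pH 7.5/NaCl/DTT/BSA buffer.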
a7 integrin act = activators of alpha7 integrin expression for muscular dystrophy; Potency, µM (highest dose often 38.3 µM), without a hit: at the top dose activation, actives largely listed as activators; hit rate 0.064% among 350,000; alpha7betagal myoblasts, beta-gal FDG fluorescence, 48 h; AID 624291;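 further: potency means the concentration at half of the fitted maximal effect; 100% = response of the positive control SU9516; nearly all actives have a fitted effect of over 60% in size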
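alpha7betagal+/- myoblasts (passage 13, 250/well) treated 48 h at 37C with compounds at 1:260 dilution of DMSO stock. Lysed, then beta-galactosidase activity read as FDG fluorescence (ex 480/em 540) after 30 min, with pre-read for autofluorescence.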
ASM inhibitor = human S-ASM enzyme inhibition. placental ASM, HMU-PC fluorogenic substrate, 60 min. P17405. hit rate 0.006% among 340,000. Potency, µM (titrated, usually from 57.5 µM), inactives show at the highest dose activity change, negative = inhibition, most hits filed as inhibitors; further: potency means the concentration at half of the fitted maximal effect
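qHTS format. ASM enzyme prepared from human placenta hydrolyses the fluorogenic substrate HMU-PC0 (9 uM final) over 60 min at 37 °C after a 10 min compound preincubation.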
FBPA coupling cs = coupling enzyme interference in Giardia aldolase counter-screen; AID 2472; coupling enzyme system counterscreen, AmpLite Red fluorescence; activity change, negative = inhibition, % at 58.2 µM, hits read low; hit rate 0.67% among 290,000; in the data active means activity change below about -30%; further: on the % scale 0 is the no-effect control and ±100 the full control effect
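First, compound is pin-transferred into glyceraldehyde-3-phosphate coupling-enzyme reagent at 57.5 uM final and held 10 min at RT. Next, substrate, coupling system and AmpLite Red are added. After 20 min RT, fluorescence (525/598 nm) is read.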
* hit, by the source's call; i = inactive; ? = inconclusive; nt = not tested or not shown; [ ] = another dose, or the depositor's remark. Unless noted, the call rests on the fitted dose curve; in most records, active means well fitted curve in the direction sought with a large enough effect; inconclusive means small, poorly fitted or top-dose-only effect, or another doubt; inactive means no such curve, though single readings can be large; an effect the other way counts as inactive or inconclusive.

SMILES	A-T KAP1 phos	hERG WT inh	KCNH2 3.1 block	TRPV1 agonist	MBNL1 CUG block	GALK inh	CXXC DNA block	a7 integrin act	ASM inhibitor	FBPA coupling cs
N#CCCN(C(=O)COC(=O)c1ccc2c(=O)n3c(nc2c1)CCC3)c1ccc(F)cc1	-1.6%	-3.1	-7.9	-2.7	6.9%	-0.3%	1.3%	-7.3%	39.9%	8.8
O=C(CCl)NN1C(=O)NC(c2ccccc2)(c2ccccc2)C1=O	-1.1%	-18.2	11.4	-0.6	3.4%	10.9%	2.8%	-17.9%	2.5%	1.6
CCc1ccc(C(=O)c2cc3ccc(O)cc3oc2=O)cc1	2.3%	0.4	-1.6	1.6	?	1.1%	-3.7%	-25.2%	35.0%	13.3
O=S(=O)(/N=C(/c1ccccc1)N1CCOCC1)c1ccc(F)cc1F	-8.8%	-15.9	-2.1	nt	nt	nt	nt	18.8%	1.8%	nt
CCc1ccccc1NC(=S)N(CCCN(C)C)Cc1cc2cc3c(cc2[nH]c1=O)OCO3	0.4%	2.6	-27.1	0.1	-0.5%	2.7%	-6.1%	-19.9%	26.0%	-1.0
COc1cc2[nH]c(=S)n(Cc3cccs3)c(=O)c2cc1OC	-0.8%	-10.7	3.7	-3.8	-6.1%	0.6%	-4.8%	-1.7%	-3.5%	1.3
COc1ccc(NC2=Nc3cccc4cccc2c34)cc1	-7.2%	-2.6	15.3	4.8	nt	0.7%	7.4%	-1.4%	-9.2%	-13.3
COc1cc([N+](=O)[O-])cc(/C=N/NC(=O)c2cc(C)nc3ccccc23)c1O	3.8%	-5.1	7.6	-3.2	?	0.0%	13.8%	7.9%	-15.4%	-0.5
O=C(CNC(=O)c1ccccc1F)OCC(=O)N1CCCCC1	1.5%	20.1	4.1	-7.1	-6.1%	-3.0%	?	-6.8%	4.7%	1.5
CN(CCCN1CCOCC1)C(=O)c1cc(COc2ccc(F)cc2F)on1	-0.6%	-3.4	2.0	3.4	8.8%	5.2%	12.1%	-19.6%	-0.5%	nt
CCN(CC)CCOC(=O)c1ccc(NC(=O)CCCN2C(=O)/C(=C/c3cccs3)SC2=S)cc1	-21.4%	27.2	-8.8	-4.8	?	-1.1%	27.3%	-51.7%[inhibitor]	-17.9%	nt
Cc1c(C=O)c2ccccn2c1C(=O)c1cccs1	5.3%	-2.9	8.1	-0.2	?	-4.3%	2.5%	13.0%	15.6%	-8.1
CC(C)NS(=O)(=O)c1ccc(OCC(=O)NCc2ccccc2)cc1	1.5%	0.9	3.4	1.4	-1.7%	0.7%	-1.5%	9.0%	-1.3%	4.5
COc1ccc(C(=O)NC2CCN(C(=O)Nc3ccc(F)cc3)CC2)cc1	5.7%	3.1	-23.3	1.8	-6.6%	9.2%	25.4%	26.9%	-3.6%	-0.3
COc1ccc(N2CCN(C(=O)COc3ccc(S(=O)(=O)N4CCOCC4)cc3C)CC2)cc1	0.7%	4.8	2.5	4.8	-10.6%	-1.2%	4.0%	-27.0%	-2.2%	0.0
O=C1c2ccccc2-c2c1cccc2C(=O)N1CCCCC1	-3.2%	5.5	-3.2	-0.5	?	-2.7%	0.5%	-8.2%	3.1%	0.5
C[C@@]12C(=O)N(c3cccc(Br)c3)C(=O)N1[C@H](c1ccc(Cl)cc1)[C@@H]1C(=O)N(C3CCCCC3)C(=O)[C@@H]12	-1.0%	-20.3	-3.3	5.1	-7.8%	nt	?	-8.1%	-3.3%	-4.7
O=C(CN1C(=O)c2ccccc2C1=O)OCC(=O)N1CCc2ccccc2C1	4.0%	-2.2	-10.9	-0.1	16.4%	-3.3%	-2.4%	11.6%	-1.8%	3.2
CCOC(=O)c1sc(Nc2ccc(Br)cc2)nc1C	6.4%	-1.2	-5.6	16.8	9.6%	-2.4%	-5.2%	7.7%	-1.8%	-5.6
Cc1ccnc(NC(=O)CCC(=O)c2cc(C)sc2C)c1	-4.5%	-5.4	-3.1	12.1	nt	nt	nt	-19.1%	1.7%	nt
O=C1c2ccccc2C(=O)c2cc(N3CCCCC3)ccc21	nt	7.5	17.0	nt	nt	nt	nt	-8.5%	-13.5%	nt
CCC(C)(C)NC(=O)c1cc([N+](=O)[O-])ccc1N1CCOCC1	0.2%	0.6	31.4	0.7	35.8%[activator]	1.1%	-1.2%	1.9%	-0.6%	1.6
Cc1ccc(Oc2nc(-c3ccccc3)ncc2S(C)(=O)=O)cc1	3.6%	12.6	-12.8	19.6	25.5%	5.9%	4.3%	16.0%	3.7%	0.8
COc1ccc(-c2cc3ccccc3n2CC(O)Cn2nc(C)cc2C)cc1 (stereo not drawn)	6.9%	-0.2	1.7	18.0	-3.4%	5.7%	2.9%	6.0%	-8.0%	1.0
COCCC(=O)N1CCCC(CNS(=O)(=O)c2ccc(OC)cc2)C1 (stereo not drawn)	7.2%	3.9	-6.4	0.8	-4.4%	3.6%	-0.1%	5.6%	-0.4%	5.0

The list continues:
SMILES	A-T KAP1 phos	hERG WT inh	KCNH2 3.1 block	TRPV1 agonist	MBNL1 CUG block	GALK inh	CXXC DNA block	a7 integrin act	ASM inhibitor	FBPA coupling cs
CN(C)/C=C1\Oc2ccc3ccccc3c2C1=O	-3.5%	3.9	1.6	1.4	?	5.4%	9.1%	29.8%	i	-13.5
O=c1cc(-c2ccccc2)nc(Sc2ccc([N+](=O)[O-])cc2[N+](=O)[O-])[nH]1	nt	-8.0	-5.4	nt	nt	nt	nt	-50.8%[inhibitor]	-1.4%	nt
COc1ccc(SCCCn2c(=O)c3c(ncn3C)n(C)c2=O)cc1	2.2%	3.5	-5.0	-0.4	-9.4%	-0.7%	-8.6%	-4.6%	0.1%	0.2
O=C(NNc1cc(N2CCOCC2)nc(N2CCOCC2)n1)c1ccc([N+](=O)[O-])cc1	6.5%	0.3	?	1.6	?	?	?	-9.8%	-3.3%	-54.3*
O=C(Cc1ccc(NC(=O)C2CCCN(C(=O)C3CCCC3)C2)cc1)Nc1ccc(C(=O)N2CCOCC2)cc1 (stereo not drawn)	nt	-4.7	-4.8	nt	nt	nt	nt	21.9%	-1.0%	nt
Cc1ccc(-c2cc(C(=O)O)n(-c3ccc(S(N)(=O)=O)cc3)n2)cc1	3.8%	-8.5	-15.9	2.8	3.9%	2.2%	?	5.4%	3.1%	21.5
CCOC(=O)C1(CC2CCCCO2)CCN(Cc2c(C)cc(C)cc2-n2cccn2)CC1 (stereo not drawn)	6.9%	-22.5	?	-2.5	2.2%	2.1%	-1.6%	-25.8%	2.6%	7.0
O=C(NC(=S)NCC1CCCO1)c1ccccc1[N+](=O)[O-] (stereo not drawn)	15.7%	-2.9	1.0	-5.9	?	5.1%	-1.8%	0.0%	1.5%	-6.2
CCOc1ccc(CCNC(=O)COC(=O)Cc2ccc(F)cc2)cc1OCC	-18.6%	-1.4	26.7	-1.3	nt	nt	nt	1.0%	-0.4%	nt
N#Cc1ccccc1-n1c(N)c(C(=O)N2CCCC2)sc1=S	0.0%	-7.0	1.4	7.5	?	-1.9%	-1.9%	-7.7%	1.7%	-0.4
O=C(c1cccs1)c1coc2ccc(O)cc12	nt	2.1	-8.6	-10.2	-12.8%	0.3%	-12.3%	4.7%	-0.9%	1.4
Cc1ccc(Cn2nnc3c(=O)[nH]c(C4CCN(S(=O)(=O)c5cc(C)ccc5C)CC4)nc32)cc1	11.1%	7.8	-20.2	-1.1	-27.0%	-5.0%	15.3%	4.6%	48.6%[activator]	1.1
OCc1ccc(-c2nn(Cc3ccccc3)c3ccccc23)o1	19.4%	-21.4	22.5	-1.8	nt	nt	-5.9%	nt	-1.0%	nt
Nc1cc2ccncc2c2ccccc12	6.2%	14.2	-18.5	-0.4	?	-1.1%	10.6%	-16.1%	250.5%[activator]	-20.8
Cc1onc(-c2c(F)cccc2Cl)c1C(=O)Nc1ccccc1N1CCOCC1	-8.7%	5.0	-25.5	?	0.5%	0.8%	1.4%	-0.3%	6.4%	-4.0
O=C(Nc1c(Br)cc2c(c1Br)Cc1ccccc1-2)C(Cl)Cl	nt	5.1	-13.3	nt	nt	nt	nt	3.9%	0.0%	nt
CC(Oc1cccc(Cl)c1)C(=O)Nc1ccc(S(=O)(=O)N(C)C2CCN(C)CC2)cc1 (stereo not drawn)	-5.7%	21.9	-16.5	10.5	nt	nt	nt	-48.8%[inhibitor]	0.4%	nt
CCC1C(=O)N=C(SCC(=O)Nc2ccccc2)NC1=O (stereo not drawn)	1.6%	-17.0	-0.4	1.7	13.9%	-1.3%	5.8%	8.9%	-0.4%	2.6
CC(CCc1ccccc1)NC(=O)CSc1nnnn1C (stereo not drawn)	1.9%	10.6	14.1	0.1	-0.3%	6.2%	-2.8%	-7.4%	4.2%	-0.7
O=C(NC1CC1)c1ccc(-c2nc3ccccc3s2)s1	-0.7%	-1.4	5.7	?	?	2.1%	-0.9%	-11.8%	11.1%	3.1
